ERp5 block = inhibitors of ERp5-driven insulin aggregation, primary screen, biochemical, turbidity, absorbance 650 nm, single point; 0.05% of 350,000 active; 90 min; Protein disulfide-isomerase A6 (Homo sapiens), Q15084; inhibition, % at 9.99 µM;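 active = mean replicate inhibition above about 25%, with every replicate also reaching it, limit read from the data, passing the limit was not always enough; inconclusive = only one of those two criteria met; inactive = neither criterion met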
XiGFP reactiv = activators of inactive X chromosome reactivation, primary screen, imaging, XiGFP fibroblasts, GFP high-content imaging, set 2; XiGFP mouse fibroblasts, % GFP-positive cells imaging, 3 d; cells co-treated with 5-aza-dC sensitizer; scaled so ellipticine positive control = 100%; activation, % at 7.58 µM; 0.055% of 360,000 active; AID 743238, 2013;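 active = mean normalized replicate activation at least 10% and every replicate at or above 10%; inconclusive = only one of the two criteria met; inactive = mean below 10% and not all replicates reach 10%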;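 note: 0% = median of on-plate neutral control wells and 100% = ellipticine 6 µM median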
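Schedule: 3 d treatment, 15 min room-temperature fixation; system: 68-5-11 XiGFP fibroblast line; buffer or medium: DMEM plus 5-aza-dC sensitizer; control set: ellipticine 6 µM positive control; compound: one concentration, pinned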
RAD54 branch = inhibitors of human RAD54 branch migration, primary screen, biochemical, fluorescence, single point; AID 602329, 2012; inhibition, % at 10.4 µM; DNA repair and recombination protein RAD54-like (Homo sapiens), Q92698; 0.14% of 360,000 active; RAD54 Holliday junction branch migration, FAM/BHQ fluorescence;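 active = mean normalized replicate activity at least 40 and at least half of replicates scoring 40 or more; inconclusive = only one of the two criteria met; inactive = mean below 40 and under half of replicates reaching 40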;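 note: 0% = median of neutral control wells and 100% = median of positive control wells; inhibitors cause a drop in the FAM fluorescence signal; in these data hits start at about 50%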
S100A4 MyoIIA = inhibitors of S100A4-myosin IIA peptide binding, primary screen, biochemical, fluorescence polarization, TAMRA-MyoIIA peptide; inhibition, % at 10.7 µM; 0.14% of 360,000 active; Protein S100-A4 (Homo sapiens), P26447;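 active = mean inhibition of at least 70% across replicates, with every replicate also reaching that level; inconclusive = mean inhibition reaches 70% but some replicates fall short; inactive = mean inhibition below 70%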
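Material: S100A4 monomer protein | Medium: HEPES pH 7.2 with CaCl2, KCl, NaCl, DTT, Triton | Reagent: Labelled myosin peptide probe, 5 nM | Doses: One dose per compound | Times: 5 min incubation before reading | Benchmarks: Neutral control DMSO, positive control TFP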
ERAP1 HTS inh = human ERAP1 aminopeptidase inhibitors, primary screen, biochemical, single point, plate reader; Endoplasmic reticulum aminopeptidase 1 (Homo sapiens), Q9NZ08; recombinant ERAP1, Leu-AMC fluorescence, 60 min; inhibition, % at 10.7 µM; 0.15% of 340,000 active; AID 652197, 2013;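 active = mean replicate inhibition of at least 30%, or all replicates individually reaching that 30% level; inactive = mean below 30% and not every replicate reaching it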;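 note: 0% = neutral control wells and 100% = L-leucinethiol positive control wells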
RAD52 inh = RAD52 DNA annealing inhibitors, primary screen, biochemical, FRET, single point, set 2; DNA repair protein RAD52 homolog (Homo sapiens), P43351; AID 651710, 2012; inhibition, % at 18.7 µM; recombinant RAD52 DNA annealing, FRET fluorescence; 0.46% of 360,000 active;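 active = every replicate showing at least 50% inhibition; inconclusive = mean inhibition at least 50% but not in every replicate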
Target sequence (P43351 whole entry, looked up): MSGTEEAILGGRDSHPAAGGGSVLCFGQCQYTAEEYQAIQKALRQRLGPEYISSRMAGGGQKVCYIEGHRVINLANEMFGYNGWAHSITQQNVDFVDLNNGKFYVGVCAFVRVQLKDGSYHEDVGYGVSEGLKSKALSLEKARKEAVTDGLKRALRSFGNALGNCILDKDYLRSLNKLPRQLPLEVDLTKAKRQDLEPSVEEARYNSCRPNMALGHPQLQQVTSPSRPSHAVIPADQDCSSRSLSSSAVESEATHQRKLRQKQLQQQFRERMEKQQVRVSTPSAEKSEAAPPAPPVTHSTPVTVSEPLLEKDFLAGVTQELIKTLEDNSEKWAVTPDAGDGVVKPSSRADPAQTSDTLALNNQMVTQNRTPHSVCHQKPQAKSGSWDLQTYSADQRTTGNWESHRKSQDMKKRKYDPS
esBAF inh = Bmi1 luciferase reporter increase in mESCs, primary screen, esBAF inhibitor project, mouse ES cells, Bmi1 luciferase knock-in, single point; 2% of 350,000 active; 24 h; 100% = twice the neutral-well signal; reporter increase, % at 12.5 µM; in the data active = activation above about 40%; inconclusive = no clear call, values can overlap the other calls;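 note: 0% = median of the plate's neutral control wells and 100% = double that signal; a rise in the Bmi1 reporter signal indicates esBAF inhibition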
E-selectin induc = E-selectin induction in HUVECs, primary screen, imaging, HUVEC, immunofluorescence imaging, single point; activation, % at 7.58 µM; P16581; 0.37% of 260,000 active; AID 686992, 2013; normalized: neutral wells 0, TNF-alpha wells 100;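 active = mean E-selectin-positive cell signal at least 10% of the positive control, reached in at least 60% of replicates, without over 20% cell loss; inconclusive = no rule given, readout overlaps actives, possibly toxicity-flagged; inactive = the rest, including those meeting only one limit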;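 note: in these data hits start at about 27%; measured in HUVEC primary endothelial cells; signal is the percent of cells scored E-selectin positive by PE staining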
Target sequence (P16581 whole entry, looked up): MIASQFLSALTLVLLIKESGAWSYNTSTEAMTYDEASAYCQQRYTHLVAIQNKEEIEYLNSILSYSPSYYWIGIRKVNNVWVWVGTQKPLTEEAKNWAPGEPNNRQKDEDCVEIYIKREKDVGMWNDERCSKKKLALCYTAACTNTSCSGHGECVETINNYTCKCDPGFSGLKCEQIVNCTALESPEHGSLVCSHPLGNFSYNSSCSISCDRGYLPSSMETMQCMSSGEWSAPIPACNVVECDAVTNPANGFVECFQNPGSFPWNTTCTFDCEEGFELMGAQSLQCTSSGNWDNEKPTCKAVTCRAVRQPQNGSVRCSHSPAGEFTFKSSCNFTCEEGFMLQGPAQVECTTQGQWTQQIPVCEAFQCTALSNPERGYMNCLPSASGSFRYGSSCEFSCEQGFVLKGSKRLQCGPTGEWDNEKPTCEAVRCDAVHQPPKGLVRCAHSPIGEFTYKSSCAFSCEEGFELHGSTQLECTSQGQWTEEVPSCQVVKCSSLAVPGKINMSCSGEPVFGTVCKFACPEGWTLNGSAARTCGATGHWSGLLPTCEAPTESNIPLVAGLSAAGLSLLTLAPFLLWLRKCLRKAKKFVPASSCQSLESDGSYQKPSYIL
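Test system: HUVEC | Signal: Immunofluorescence imaging | Read-out: Percent E-selectin-positive cells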
* hit, by the source's call; ? = inconclusive; . = no result given; & = joins results of further samples.

SMILES	ERp5 block	XiGFP reactiv	RAD54 branch	S100A4 MyoIIA	ERAP1 HTS inh	RAD52 inh	esBAF inh	E-selectin induc
COc1ccc(N2CC(C(=O)NC3CC(C)(C)NC(C)(C)C3)CC2=O)cc1 (configuration not stated)	4.2	0.3	5.0	1.6	.	-5.2	9.1	0.2
Nc1ccc(-c2cc3ccccc3c(=O)o2)cc1	7.0	0.2	-1.7	2.8	-2.4	-100.3	-49.2	.
Cc1cccc(S(=O)(=O)N2C[C@H](O)COC[C@@H]3O[C@@H](CC(=O)Nc4ccccc4)CC[C@H]32)c1	-2.3	0.2	-5.3	-19.9	-2.0	-5.3	-2.5	0.0
C[C@@H]1CCCCO[C@@H](CN(C)CC2CCCCC2)[C@H](C)CN([C@H](C)CO)C(=O)c2cc(NC(=O)Nc3cccc4ccccc34)ccc2O1	-0.9	-1.1	4.0	-48.7	-2.8	-13.0	-5.5	1.7
COC(=O)COc1ccc(S(=O)(=O)N2CCc3ccccc3C2)cc1C	-0.4	.	14.6	-2.4	-0.5	-6.9	6.4	.
N#CC1(NC(=O)Cn2ncc(Cl)c(Cl)c2=O)CCCCC1	12.7	0.3	2.6	-0.6	4.0	-3.8	20.5	.
CC(C)NC(=O)N1[C@H](CO)[C@@H]2c3ccccc3N(C(=O)C3CC3)C[C@@H]21	2.8	0.3	-5.9	2.4	-1.9	-1.8	-2.0	0.5
C[C@H]1CN([C@@H](C)CO)C(=O)c2cc(NC(=O)Cc3ccccc3)ccc2O[C@H]1CN(C)C(=O)Nc1ccc(F)cc1	-1.5	-0.3	-16.6	8.7	1.1	8.2	-1.0	-1.2
O=C(Nc1ccccc1[N+](=O)[O-])c1ccc(S(=O)(=O)N2CCCC2)cc1	6.2	0.2	9.1	2.0	0.3	-9.6	3.6	0.1
C[C@H](CO)N1C[C@H](C)[C@@H](CN(C)S(=O)(=O)c2ccccc2)Oc2ccc(NC(=O)Cc3ccccc3)cc2C1=O	-1.8&3.8	0.0&0.0	-14.9&-4.6	-5.8&6.4	-0.8&0.2	3.2&1.7	-0.8&21.8	-0.2&-0.3
COC(=O)c1sc(Nc2ccccc2)nc1C	6.3	.	-4.1	1.0	5.9	-3.0	65.5*	.
Cc1oc2c(C)c(O)ccc2c(=O)c1-c1nncn1-c1ccccc1	-5.8	0.3	.	3.3	2.7	-30.4	10.8	4.1
O=C(CCCCCBr)N1CCC(CC2CC(c3cccc(Br)c3)=NO2)(C(=O)NCC2CCCCC2)CC1 (configuration not stated)	2.5	0.0	0.4	-6.8	3.4	2.6	4.1	.
CC(=O)Nc1ccc(NC(=O)COC(=O)c2cc(S(=O)(=O)N(C)C)ccc2N2CCCC2)cc1	-0.7	0.0	.	-5.5	2.6	-9.6	.	-0.3
Nc1ccc(N2CCCCC2)c2nonc12	9.4	-0.1	-1.0	-1.5	-1.0	-11.3	9.7	.
Cc1sc2nc(SCC(=O)N3CCN(CCO)CC3)n(-c3ccccc3)c(=O)c2c1C	1.0	.	-1.6	-5.5	0.3	0.7	0.6	.
CCOC(=O)C1(C)CCN1C(=O)c1ccc2ccccc2c1 (configuration not stated)	-8.1	0.0	-12.2	3.1	0.2	1.3	29.2	1.7
Cc1ccc(NC(=O)c2cn(CCC#N)nc2-c2cccs2)c([N+](=O)[O-])c1	9.9	0.1	.	4.5	10.5	-29.6	.	0.7
COc1ccc(NC(=O)N(C)C[C@@H]2Oc3cc(-c4ccncc4)ccc3S(=O)(=O)N([C@@H](C)CO)C[C@@H]2C)cc1	1.8	-1.2	10.1	-1.9	0.7	9.2	4.2	-0.1
Cc1nc2oc3ccc(Cl)cc3c(=O)c2cc1C(=O)O	2.8	0.0	-3.6	-4.7	0.9	-11.8	20.3	-0.2
C[C@H]1CN([C@@H](C)CO)C(=O)c2cc(NC(=O)Nc3ccc(C(F)(F)F)cc3)ccc2O[C@@H]1CN(C)S(=O)(=O)c1ccc(Cl)cc1	-0.4	-0.1	3.5	-1.9	0.6	14.8	4.5	-18.3
O=C(C[C@H]1C=C[C@@H](NC(=O)C2CC2)[C@@H](CO)O1)NCC1CC1	-6.8	0.3	2.2	2.5	-0.7	5.7	1.9	0.0
COc1ccc(S(=O)(=O)Nc2ccc3c(c2)CC(=O)N([C@@H](C)CO)C[C@H](C)[C@H](CN(C)C(=O)NC(C)C)O3)cc1	2.2	-0.3	0.8	-3.8	-0.2	-1.1	2.7	-3.2
COc1ccc(Cc2c(-c3ccc(C)cc3)nc3c(C)cc(Br)cn23)c(C)c1	2.3	0.0	-10.5	-3.6	.	-75.4	6.9	18.1
CN(C)c1ccc2c(c1)[C@H]1C[C@@H](CC(=O)NCc3cccc(F)c3)O[C@@H](CO)[C@H]1O2	-7.4	0.0	1.4	-2.3	2.9	-172.1	-0.2	0.1

Entries of single compounds, looked up by structure.
Profile of C[C@H]1CN([C@@H](C)CO)C(=O)c2cc(NC(=O)Cc3ccccc3)ccc2O[C@H]1CN(C)C(=O)Nc1ccc(F)cc1 : ERp5 block: -1.5; XiGFP reactiv: -0.3; RAD54 branch: -16.6; S100A4 MyoIIA: 8.7; ERAP1 HTS inh: 1.1; RAD52 inh: 8.2; esBAF inh: -1.0; E-selectin induc: -1.2
Profile of O=C(CCCCCBr)N1CCC(CC2CC(c3cccc(Br)c3)=NO2)(C(=O)NCC2CCCCC2)CC1 (configuration not stated) : ERp5 block: 2.5; XiGFP reactiv: 0.0; RAD54 branch: 0.4; S100A4 MyoIIA: -6.8; ERAP1 HTS inh: 3.4; RAD52 inh: 2.6; esBAF inh: 4.1; E-selectin induc: .
Profile of COC(=O)COc1ccc(S(=O)(=O)N2CCc3ccccc3C2)cc1C : ERp5 block: -0.4; XiGFP reactiv: .; RAD54 branch: 14.6; S100A4 MyoIIA: -2.4; ERAP1 HTS inh: -0.5; RAD52 inh: -6.9; esBAF inh: 6.4; E-selectin induc: .

The listing picks up, repeating the 2 entries before the break.
SMILES	ERp5 block	XiGFP reactiv	RAD54 branch	S100A4 MyoIIA	ERAP1 HTS inh	RAD52 inh	esBAF inh	E-selectin induc
COc1ccc(Cc2c(-c3ccc(C)cc3)nc3c(C)cc(Br)cn23)c(C)c1	2.3	0.0	-10.5	-3.6	.	-75.4	6.9	18.1
CN(C)c1ccc2c(c1)[C@H]1C[C@@H](CC(=O)NCc3cccc(F)c3)O[C@@H](CO)[C@H]1O2	-7.4	0.0	1.4	-2.3	2.9	-172.1	-0.2	0.1
COc1ccc(OC)c(C(=O)CN2C(=O)C(=O)N(C3CCCC3)C2=O)c1	8.2	0.2	3.1	?	3.5	-5.9	-5.5	-0.4
c1ccc2scnc2c1	-2.4	.	-5.4	-2.1	3.3	-1.3	-1.6	.
COc1ccccc1C(=O)Nc1ccc2c(c1)C(=O)N(C)C[C@H](OC)[C@@H](C)CN[C@@H](C)CO2	2.5	0.0	-16.5	5.6	-1.8	4.2	13.8	-0.3
OC(CNc1ccnc2cc(Cl)ccc12)CNC1CCCCC1 (configuration not stated)	3.8	0.1	.	-0.4	-7.7	45.0	1.9	.
CN(CCO)c1ncnc2nc[nH]c12	0.0	-0.1	-4.8	-2.0	-1.5	-0.4	-6.2	1.6
CO[C@@H]1CN(C)C(=O)c2ccc(NS(C)(=O)=O)cc2OC[C@@H](C)N(Cc2nccs2)C[C@@H]1C	-3.2	0.0	1.0	2.9	-1.4	-5.1	0.5	0.1
O=C(C[C@H]1CC[C@@H]2[C@H](COC[C@H](O)CN2C(=O)c2cccnc2)O1)NCc1ccc(-c2ccccc2)cc1	3.6	0.4	6.1	-30.7	-0.7	-14.3	3.8	0.0
CCN(c1ccccc1)S(=O)(=O)c1ccc(OC)c(NC(=O)COc2ccc(C(C)=O)cc2)c1	0.0	0.0	6.9	-8.8	2.0	-13.0	-4.4	-0.1
C/C(=N\NC(=O)c1cc(-c2ccco2)nc2ccccc12)c1cccnc1	-2.2	0.0	2.5	-5.6	-1.2	-7.1	-4.4	.
CC(=O)Nc1ccc(S(=O)(=O)N2CCN(c3ccc(C)c(Cl)c3)CC2)cc1	-2.9	0.2	1.7	13.1	4.8	6.9	3.8	.
O=C(Cn1ccc([N+](=O)[O-])n1)NCCc1c[nH]c2ccccc12	0.2	-0.1	-5.9	5.6	-3.6	-16.7	2.5	.
CC(C)CN1C(=O)c2ccc(C(=O)NCc3ccccn3)cc2C1=O	-11.0	0.0	-1.2	0.8	-4.0	-9.9	0.0	-0.6
COc1ccc(N2c3ccccc3CN(Cc3ccccc3)[C@@H](C)[C@H]2Cc2ccc(-c3ccccc3)cc2)cc1	-4.8	0.6	.	-1.0	.	-10.4	.	5.2
CCC(C)(C)C1CCC2(CC1)NC(=O)N(CC(=O)N(C)Cc1ccc3c(c1)OCCO3)C2=O (configuration not stated)	2.2	0.1	4.7	-3.0	-0.4	3.3	2.2	0.3
O=C(N/N=C/c1ccc(OC(F)F)cc1)c1cc[n+]([O-])cc1	1.7	0.4	4.5	-1.7	4.9	-5.6	1.3	8.2
ONC(=Nc1ccccc1Cl)c1c(F)cccc1F	-3.2	0.1	.	3.6	0.5	-11.4	.	.
CCC(=O)Nc1ccc(C(=O)NNC(=O)c2cc(OC)c(OC)c(OC)c2)cc1	-1.4	0.0	.	-0.8	-2.6	2.9	.	.
NC(=O)N/N=C/c1ccccc1OCc1cccc2ccccc12	2.6	0.2	-12.2	-2.5	.	-12.5	0.2	0.0
CCc1nc(N2[C@H](CO)[C@H](c3ccccc3-c3ccccc3F)[C@@H]2C#N)sc1C	-1.2	0.1	.	-12.7	1.1	-0.8	.	0.0
O=C([C@H]1[C@H](CO)[C@H]2Cn3c(ccc(-c4cccnc4)c3=O)[C@@H]1N2Cc1ccncc1)N1CCOCC1	-7.0	-0.1	-11.4	0.7	-1.6	0.5	-1.4	0.1
COc1ccc(NC(=O)N(C)C[C@@H]2Oc3c(NC(=O)c4ccncc4)cccc3C(=O)N([C@H](C)CO)C[C@H]2C)cc1	-1.8	-0.6	-0.1	-4.4	2.1	7.2	2.2	-0.1
CCC(=O)N[C@H]1CC[C@H](CC(=O)OC)O[C@H]1CO	6.7	0.3	2.0	8.7	-0.3	-0.6	-0.6	-0.3
CCn1c(C)nc2cc(C(=O)N/N=C/c3ccccc3C)ccc21	0.3	0.0	-7.8	-11.9	-3.4	-77.5	29.9	.
